FXN GAA850 act: frataxin GAA850 promoter activation | hit rate 0.56% among 360,000 | HEK293 lucGAA850 FXN promoter luciferase reporter, 24 h; percent of 10 µM SAHA response | activation, % at 6 µM;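 active means activation above the average of all compounds screened plus 3 SD, cutoff fixed separately per campaign, cut at about 7.5% in these data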;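 further: 0% = DMSO wells and 100% = 10 µM SAHA wells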
hcDAF-12 act: activators of H. contortus DAF-12 nuclear receptor; HEK293 hcDAF-12 lit1-tk-luc reporter, luminescence; 0% DMSO, 100% Δ7-dafachronic acid; AID 652067; hit rate 1.4% among 370,000; activation, % at 6.8 µM;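 active means activation above the mean of all tested compounds plus 3 SD, cut at about 5.5% in these data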;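 further: 100% = response to 3 µM Δ7-dafachronic acid high control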
ssDAF-12 act: activates DAF-12 receptor from parasite S. stercoralis | HEK293 ssDAF-12/GRIP1 lit1-tk-luc reporter, luminescence; % of 3 µM dafachronic acid response | activation, % at 6.8 µM | hit rate 1% among 370,000;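 active means activation above the mean over all tested compounds plus 3 SD, cut at about 0.9% in these data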;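 further: 0% = DMSO-only wells and 100% = 3 µM delta7-dafachronic acid wells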
HGIII-sPLA2 inh: Blocks human group III sPLA2 activity. AID 743126. inhibition, % at 12.2 µM. QFRET BODIPY PC-A2 liposome hydrolysis, fluorescence. Q9NZ20. hit rate 0.56% among 370,000;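 active means inhibition above mean plus 3 SD of compounds lying within the high and low control bounds, cut at about 19% in these data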;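 further: 0% = median of test compound wells and 100% = no enzyme DMSO wells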
Target sequence (Q9NZ20 whole entry, looked up): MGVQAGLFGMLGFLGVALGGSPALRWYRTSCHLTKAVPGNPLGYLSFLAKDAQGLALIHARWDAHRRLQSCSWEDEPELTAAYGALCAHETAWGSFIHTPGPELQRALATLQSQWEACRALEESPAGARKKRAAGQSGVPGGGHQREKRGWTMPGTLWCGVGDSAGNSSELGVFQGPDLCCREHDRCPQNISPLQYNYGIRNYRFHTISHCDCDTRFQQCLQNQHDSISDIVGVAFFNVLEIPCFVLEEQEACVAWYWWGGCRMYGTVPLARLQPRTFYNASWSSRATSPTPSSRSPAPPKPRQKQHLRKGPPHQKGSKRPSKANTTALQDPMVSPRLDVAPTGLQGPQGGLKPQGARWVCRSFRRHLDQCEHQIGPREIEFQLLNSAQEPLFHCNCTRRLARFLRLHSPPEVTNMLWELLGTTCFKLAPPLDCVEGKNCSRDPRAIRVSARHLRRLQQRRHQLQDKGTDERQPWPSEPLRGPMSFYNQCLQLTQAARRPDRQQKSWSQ
hgDAF-12 ag: activates the H. glycines DAF-12 receptor ligand-binding domain | HEK293 GAL4-hgDAF12 UAS-luciferase reporter, agonist luminescence; normalized to butyrate control | activation, % at 6.8 µM | hit rate 1.8% among 370,000;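 active means activation above a cutoff set at the mean of all screened compounds plus 3 SD, cut at about 10% in these data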;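 further: 0% = DMSO wells and 100% = sodium butyrate wells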
PLC-gamma1 inh: inhibitors of human phospholipase C gamma1 | P19174 | purified PLC-gamma1, fluorogenic substrate, fluorescence | inhibition, % at 12.2 µM | hit rate 0.84% among 370,000 | AID 720700; in the data active means inhibition above about 9.5%
DAX1 inh-1: NR0B1 (DAX1) inhibition; hit rate 0.99% among 340,000; HEK293 Gal4-DAX1 luciferase reporter, luminescence; AID 504766; inhibition, % at 6.75 µM;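 active means inhibition above the mean over all tested compounds plus 3 SD, cut at about 4.2% in these data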;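 further: 0% = DAX1-transfected cells with DMSO and 100% = empty-vector control cells with DMSO; inhibition shows as a rise in luminescence from relieved DAX1 repression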
PLCb3 inh: blocks human PLC-beta3 enzyme activity; hit rate 0.18% among 370,000; inhibition, % at 12.2 µM; Purified PLC-beta3, fluorogenic substrate, fluorescence; in the data active means inhibition above about 11%;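 further: 0% = median of compound wells on plate and 100% = full blocker control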
DAX1 inh-2: inhibitors of DAX1 repression of SF-1 activated StAR promoter. inhibition, % at 6.8 µM. AID 652010. HEK293T StAR-luciferase reporter, SF-1/DAX-1 repression relief. hit rate 1.1% among 370,000;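 active means inhibition above the mean over all tested compounds plus 3 SD, cut at about 3.6% in these data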;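 further: 0% = DAX-1 cells with DMSO and 100% = cells lacking DAX-1 with DMSO; higher inhibition means more luminescence from relief of DAX-1 repression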
ADAM17 inh: inhibits human ADAM17; AID 720648; inhibition, % at 6.95 µM; P78536; hit rate 0.83% among 370,000; recombinant ADAM17, EDANS/DABCYL FRET peptide cleavage;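 active means inhibition above the mean of compounds lying between control limits plus 3 SD, set per campaign, cut at about 8.5% in these data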;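 further: 0% = DMSO-only wells as the low control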
ADAM10 inh: ADAM10 inhibition, QFRET primary screen | recombinant ADAM10, EDANS/DABCYL FRET peptide cleavage, 3 h | inhibition, % at 7 µM | hit rate 0.62% among 370,000;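 active means inhibition above a per-campaign cutoff equal to the mean of compounds falling between control-based bounds plus 3 SD, cut at about 20% in these data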;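 further: 0% = DMSO wells while the 100% control is not disclosed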
Target sequence (O14672 214-748 limits assumed): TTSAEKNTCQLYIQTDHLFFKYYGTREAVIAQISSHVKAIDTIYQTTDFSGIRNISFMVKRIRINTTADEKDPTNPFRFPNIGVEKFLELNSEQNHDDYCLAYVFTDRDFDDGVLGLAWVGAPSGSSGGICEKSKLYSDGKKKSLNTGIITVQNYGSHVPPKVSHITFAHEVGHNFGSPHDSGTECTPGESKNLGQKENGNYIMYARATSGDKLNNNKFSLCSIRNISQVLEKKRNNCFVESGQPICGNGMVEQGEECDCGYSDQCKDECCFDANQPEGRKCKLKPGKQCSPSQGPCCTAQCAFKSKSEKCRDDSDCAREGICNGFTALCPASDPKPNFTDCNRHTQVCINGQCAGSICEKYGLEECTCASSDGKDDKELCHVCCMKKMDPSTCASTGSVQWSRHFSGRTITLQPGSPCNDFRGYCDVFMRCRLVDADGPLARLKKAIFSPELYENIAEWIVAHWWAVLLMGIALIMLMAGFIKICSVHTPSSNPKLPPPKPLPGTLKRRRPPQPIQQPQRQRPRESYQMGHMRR
* = called active by the depositor; i = inactive; . = no result given.

smiles	hcDAF-12 act	hgDAF-12 ag	HGIII-sPLA2 inh	DAX1 inh-2	FXN GAA850 act	DAX1 inh-1	ssDAF-12 act	ADAM17 inh	PLC-gamma1 inh	ADAM10 inh	PLCb3 inh
O=C1CCCN1C(=O)CSc1nnnn1-c1ccccc1	-0.2	-2.3	7	-0.6	1.1	2.0	-0.7	-3	4	-12	0
O=[N+]([O-])c1ccccc1OCCOc1ccccc1[N+](=O)[O-]	4.9	3.6	6	0.4	6.0	3.8	-0.2	-4	1	-10	-4
NC(N)=NC(=S)Nc1ccc(Cl)cc1	0.9	6.8	21*	0.4	2.9	2.0	-0.8	-5	4	-3	-5
COc1ccc(CCNC(=O)Cc2ccc(C)cc2)cc1OC	-0.7	0.2	-1	-0.6	-1.0	0.3	-1.1	1	2	9	-2
Cc1cc(C)c2oc(C(=O)NC3CCS(=O)(=O)C3)cc(=O)c2c1 (stereo unspecified)	-0.1	2.5	6	0.2	0.4	0.2	-1.1	-19	-35	-55	-46
CCn1cc(C(=O)NCCc2ccc(C)cc2)c(=O)c2cc(S(=O)(=O)N(C)C)ccc21	0.0	-2.3	14	0.1	.	.	-0.8	-8	3	-4	-6
Cn1cccc1Cc1nnc(SCC(=O)N2CCCc3ccccc32)n1-c1ccc(F)cc1	0.3	1.6	-30	-0.3	-2.7	2.5	-1.1	-1	-2	1	1
O=C(Oc1ccc(C(=S)N2CCCCC2)cc1)c1ccccc1F	-0.3	-2.6	4	-0.1	1.7	1.6	-0.8	-1	2	8	1
Cc1c(C(=O)Nc2ccccc2)sc2nc3n(c(=O)c12)CCCCC3	1.6	10*	0	0.2	3.3	2.2	-1.2	-1	0	2	1
O=[N+]([O-])c1ccc(NCCCc2ccccc2)cc1	0.0	4.4	-16	-2.0	2.2	2.3	-1.0	5	4	6	8
COC(=O)c1c(C)cc(O)c(C)c1O	-1.7	2.0	-2	0.6	-1.7	0.7	-1.3	-1	1	-13	1
COc1cc(C(c2c(C)[nH][nH]c2=O)c2c(C)[nH][nH]c2=O)ccc1OC(=O)c1cccc([N+](=O)[O-])c1	0.3	1.4	-48	-0.8	-1.5	0.0	-1.1	2	1	11	-1

An excerpt of these results, with two lines to a compound.
Each structure is followed by: hcDAF-12 act | hgDAF-12 ag | HGIII-sPLA2 inh | DAX1 inh-2 | FXN GAA850 act | DAX1 inh-1 | ssDAF-12 act | ADAM17 inh | PLC-gamma1 inh | ADAM10 inh | PLCb3 inh
- Cn1cccc1Cc1nnc(SCC(=O)N2CCCc3ccccc32)n1-c1ccc(F)cc1
 : 0.3 | 1.6 | -30 | -0.3 | -2.7 | 2.5 | -1.1 | -1 | -2 | 1 | 1
- O=C(Oc1ccc(C(=S)N2CCCCC2)cc1)c1ccccc1F
 : -0.3 | -2.6 | 4 | -0.1 | 1.7 | 1.6 | -0.8 | -1 | 2 | 8 | 1

New compounds follow
smiles	hcDAF-12 act	hgDAF-12 ag	HGIII-sPLA2 inh	DAX1 inh-2	FXN GAA850 act	DAX1 inh-1	ssDAF-12 act	ADAM17 inh	PLC-gamma1 inh	ADAM10 inh	PLCb3 inh
O=C(NCCCNC(=O)c1ccco1)c1ccc(F)cc1	-1.8	-0.5	15	-0.1	1.2	1.7	-1.3	-3	1	0	-8
CCc1ccc(S(=O)(=O)N2CCN(C(=O)C3CCN(C(C)=O)CC3)CC2)cc1	-1.1	0.3	11	-0.8	1.6	-0.2	-0.5	-7	0	-3	-7
O=C(OCCOc1cccc(Cl)c1)c1ccc2ncsc2c1	-2.5	2.3	-10	-0.1	1.3	-1.1	-1.4	4	4	12	-7
Cn1c(SCC(=O)c2ccccc2)nnc1-c1cccs1	1.1	6.8	-8	0.7	4.7	4.1	-1.5	-6	-2	-6	-14
CCCCOc1ccc(N=Nc2ccc(N)nc2N)cn1	3.5	9.2	2	0.2	2.6	-0.8	-0.5	0	2	2	-2
CN(C)C(=O)CCc1ccc2c3c([nH]c2c1)[C@]1(C)[C@@H](C(=O)N2CCOCC2)C[C@H](CC(=O)NC(C)(C)C)C(=O)N1CC3	-0.1	-0.3	0	1.4	0.3	0.8	-1.2	3	0	-1	0
CC(NC(=O)Cn1cccc1C(=O)c1ccccc1)c1ccc2c(c1)OCCO2 (stereo unspecified)	0.1	1.1	0	0.0	-0.8	2.9	0.1	4	2	2	4
COC(=O)CCC(=O)NC(=S)Nc1cc(Cl)ccc1Cl	-1.9	0.1	17	-0.8	-0.8	-0.1	-1.5	-4	5	12	-3
Cc1nnsc1-c1onc(C)c1C(=O)O/N=C/c1ccc(Cl)cc1	-1.4	1.7	2	0.2	1.8	-0.1	-2.2	-2	4	4	-9
Cc1ccc2c(Cn3ccnc3)cc(=O)oc2c1C	0.4	3.2	13	-0.2	3.0	2.4	-0.8	-10	4	-7	-2
O=C(Cc1ccccc1)Nc1ccc(NC(=O)c2cccs2)cc1	-1.7	-2.0	-5	-1.5	3.6	-0.5	-1.4	-8	-3	-16	-3
CC(C)CN(CC(C)C)S(=O)(=O)N1CCC(C(=O)NCc2cccs2)CC1	1.4	0.3	1	0.0	1.0	-0.4	-1.1	-6	1	-2	-1
COc1ccc(-n2c(SCC(=O)Nc3cc(C)c(NC(=O)c4ccccc4)cc3OC)nnc2-c2ccccc2F)cc1	-1.4	-3.6	-8	-2.6	.	.	-0.3	7	-2	11	-8
CCN(CC)CCNC(=O)c1ccc(NC(=O)COc2ccccc2F)cc1	-1.8	1.4	0	-0.1	3.9	-1.1	-1.8	-1	-3	0	0
O=C(Nc1ccc(-c2noc(CCc3ccccc3)n2)cc1)c1ccco1	2.6	7.5	-26	1.3	1.5	2.5	-0.9	5	-2	14	-9
S=C(Nc1nc2c(s1)CCCC2)NC1CC1	3.2	9.7	12	5.3*	6.2	1.3	-0.5	-2	0	-5	-3
CC(C)CC(=O)NC(=S)N(Cc1ccccc1)Cc1ccccc1	0.3	2.0	5	-0.4	0.5	-0.9	-1.4	1	7	9	0
COC(=O)c1ccc(Cl)c(NC(=O)NC2CCCCC2)c1	-1.9	0.0	-9	-0.2	0.0	0.7	-1.4	0	3	0	4
O=C(CSc1ncn(-c2ccccc2)n1)Nc1nncs1	1.5	4.9	2	0.2	1.4	1.8	-1.3	-1	-1	2	0
c1ccc(Nc2nc3ccccc3n3nnnc23)cc1	3.6	7.0	-7	1.6	6.0	1.7	0.1	-7	-31	-36	-43
COC(=O)c1ccc(/C=C2\SC(=S)N(CCCC(=O)N3CCOCC3)C2=O)cc1	-2.1	1.0	-2	-0.3	0.0	-0.8	-0.7	-4	0	-1	-1
N#CCSc1ccc2nc(-c3ccccc3)cn2n1	7.5*	7.2	0	7.1*	7.7*	1.6	1.0*	-349	-358	i	i
CCOc1cc(Br)c(CN2C(=O)NC3(CCCCCC3)C2=O)cc1OCC	0.3	0.3	3	-0.4	1.3	-0.5	-1.5	-1	-4	10	-6
C=C1C[C@@]23CCC4[C@@](C)(CCC[C@@]4(C)C(=O)O)C2CC[C@]1(O)C3 (stereo partly specified)	-0.9	-0.5	1	0.1	0.1	-0.9	-1.4	-1	1	2	2
CCN(CC(=O)Nc1ccc(NC(C)=O)cc1)C(=O)c1cc2c(s1)CCCCC2	0.2	-1.2	9	-1.3	0.4	1.0	-1.1	-5	-2	-6	-8
CC(=O)N1CCc2cc(NC(=O)C3(C)CCN3Cc3ccc(C(C)C)cc3)ccc21 (stereo unspecified)	-2.0	-5.1	6	-1.3	1.5	.	-1.6	-1	0	-9	2
Clc1ccc(-c2nc3c4ccccc4ccn3c2Cc2ccsc2)cc1	8.8*	7.6	4	1.9	.	.	0.1	-10	-19	-30	-36
CCCN(CCC)C(=O)C1CC(=O)OC12CCCCC2 (stereo unspecified)	-0.3	5.3	4	0.0	-0.6	.	-1.6	-3	4	6	0
COc1cc(C(=O)NCC(c2cccs2)N2CCOCC2)ccc1OCc1ccc(Cl)cc1 (stereo unspecified)	-2.5	-3.5	-28	-1.6	1.4	-1.5	-1.2	4	-3	11	0
OC(CN1CCCC(C(F)(F)F)C1)c1ccccc1 (stereo unspecified)	0.0	0.2	2	0.4	-0.1	-0.7	-0.9	0	-1	-3	-6
CSCCC(NC(=O)c1cccc(C)c1)C(=O)NCc1cccs1 (stereo unspecified)	-0.8	1.1	-3	-1.4	0.5	0.6	-1.3	0	6	1	-4
OCC[C@H]1C[C@@H](O)[C@H](O)[C@@]2(OCCc3ccccc32)O1	-1.1	0.0	-1	0.1	0.3	0.6	-1.6	-1	-1	6	3
CCc1cccc(C)c1NC(=S)N(CCCN1CCOCC1)Cc1cccnc1	-0.8	2.9	-1	0.8	-1.1	0.7	-1.9	-2	1	-1	5
CCOC(=O)c1c(NC(=O)COC(=O)/C=C/c2ccco2)sc2c1CC(C)(C)NC2(C)C	-0.7	-0.3	3	0.1	0.9	0.3	-1.0	-2	-1	2	-5
Cc1onc(-c2ccccc2Cl)c1C(=O)Nc1ccc(-n2nncc2C(C)(C)C)cc1	-1.4	-2.6	5	0.1	1.5	0.1	-0.7	2	2	-5	2
CCOc1cc(/C=N\Nc2nc(-c3ccc(C)cc3)c(NC(C)=O)s2)ccc1O	1.9	2.9	-4	-0.1	-1.1	-1.1	-1.4	-4	-8	5	-17
CN(CCO)c1ccc([N+](=O)[O-])cc1C(=O)O	-0.8	1.5	-4	-0.3	1.1	0.4	-0.6	-4	1	2	2
CCOn1c(SCC)nc2ccccc2c1=O	-0.7	-0.8	-3	-0.7	0.1	1.6	-1.2	-2	2	-3	2
COc1ccc(NS(=O)(=O)c2cc(C)ccc2NC(=O)c2cc(C)oc2C)cc1	-1.1	-1.2	-27	0.7	-1.3	-0.8	-0.6	5	6	7	0
O=C(O)CCC(=O)N1CCc2cc(S(=O)(=O)N3CCN(c4ccc(F)cc4)CC3)ccc21	-1.1	-0.6	1	0.4	-0.7	0.9	0.1	-4	-1	-14	0
CCC(C)(C(=O)NC1CCCCC1)N(C(=O)CNC(=O)c1ccccc1)c1c(C)n(C)n(-c2ccccc2)c1=O (stereo unspecified)	0.0	0.8	1	-0.2	-0.8	0.3	-0.8	-5	1	0	3
C/C=C(\C)c1nnc(NC(=O)C(C)C)s1	-0.8	-0.8	0	-0.2	-1.2	-0.6	0.2	-2	0	-2	-40
CCOC(=O)c1c(S(=O)(=O)NCC(=O)N2CCN(c3cccc(OC)c3)CC2)c(C)n(C)c1C	-1.0	1.2	5	0.5	0.9	0.3	-0.5	-3	1	0	-2
COc1ccc(C)cc1NC(=O)CSc1nnc(-c2ccco2)n1N	-1.6	-0.7	3	-0.7	2.3	-0.9	-0.9	5	8	11	8
COC(=O)C(C)Sc1nc2ccsc2c(=O)n1Cc1ccccc1 (stereo unspecified)	-0.1	-1.0	-2	0.2	1.9	-0.2	-1.0	4	1	5	-9
O=C(CSc1ncccn1)NC(=O)Cc1ccccc1	-0.7	1.4	8	0.5	-0.1	-0.1	-0.7	-2	3	-14	-4
Cc1ccc(N(CC(=O)Nc2ccc(F)cc2)S(=O)(=O)N2CCCC2)cc1	-1.2	-1.7	-19	0.4	-1.6	0.7	-1.1	0	2	5	1
